# KLK7 zymogen act: proKLK7 zymogen activators, primary screen, biochemical, fluorescence intensity | hit rate 0.9% among 370,000 | activation, % at 7 µM | Kallikrein-7 (Homo sapiens), P49862 | AID 652039, 2013 | purified proKLK7, EDANS-DABCYL substrate fluorescence; 100% is mature enzyme control, 0% vehicle;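 active = activation above the mean of all tested compounds plus 3 SD, computed per campaign excluding outliers beyond control limits, cut at about 13% in these data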
# Target sequence (P49862 whole entry, looked up): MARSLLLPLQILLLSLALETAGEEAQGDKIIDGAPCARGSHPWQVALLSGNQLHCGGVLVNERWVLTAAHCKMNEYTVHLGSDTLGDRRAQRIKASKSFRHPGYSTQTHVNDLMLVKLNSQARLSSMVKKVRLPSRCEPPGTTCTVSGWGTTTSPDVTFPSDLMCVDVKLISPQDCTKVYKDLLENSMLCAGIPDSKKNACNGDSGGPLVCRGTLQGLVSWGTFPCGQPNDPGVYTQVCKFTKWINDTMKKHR
# LEDGF integ inh: blockers of LEDGF/p75-dependent integrase strand transfer – biochemical, TR-FRET, high throughput, primary screen | HIV-1 integrase (with human LEDGF/p75) | inhibition, % at 3.7 µM | TR-FRET IN-LEDGF/p75 DNA integration, Eu/Cy5 | hit rate 0.64% among 370,000 | AID 743269, 2014;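 active = inhibition above the screen-wide mean plus 3 SD, cut at about 13% in these data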;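 note: signal is the Cy5 over europium emission ratio at 671 and 618 nm; 0% = plate median of compound wells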
# TCR-CD3 inh: inhibitors of human TCR-CD3 interaction, primary screen, biochemical, fluorescence, TAMRA-labeled TCR probe; T-cell receptor (TCR); inhibition, % at 9.4 µM; hit rate 0.37% among 360,000; AID 651800, 2012; in the data active = inhibition above about 19%;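 note: recombinant mutant TCR 2C K166C tagged with TAMRA read by polarization; 0% = receptor in buffer alone and 100% = receptor with positive control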
# TDP2 inh: human TDP2 enzyme inhibitors, primary screen, biochemical, epi absorbance, recombinant enzyme; T5PNP hydrolysis, p-nitrophenol absorbance 415 nm; inhibition, % at 12.8 µM; hit rate 0.34% among 370,000; AID 720702, 2013;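 active = inhibition above the mean of all tested compounds plus 3 SD, set per campaign, cut at about 25% in these data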;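 note: 0% = DMSO with enzyme and 100% = buffer with substrate but no TDP2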
# Target sequence (O95551 whole entry, looked up): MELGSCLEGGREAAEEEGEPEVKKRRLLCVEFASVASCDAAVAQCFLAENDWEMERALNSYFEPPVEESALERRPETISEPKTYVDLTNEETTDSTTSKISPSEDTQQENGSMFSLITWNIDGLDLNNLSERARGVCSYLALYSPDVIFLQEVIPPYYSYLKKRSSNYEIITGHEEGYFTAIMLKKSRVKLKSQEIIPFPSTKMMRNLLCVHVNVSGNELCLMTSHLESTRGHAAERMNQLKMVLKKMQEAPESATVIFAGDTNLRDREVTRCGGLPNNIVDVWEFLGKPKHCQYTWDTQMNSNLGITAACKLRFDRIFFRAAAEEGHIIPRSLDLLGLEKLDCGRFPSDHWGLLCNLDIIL
#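 System: recombinant human TDP2 / Amount: 120 nM TDP2 per well / Also added: 5 mM T5PNP chromogenic substrate / Doses: 12.8 µM single point, 1% DMSO / Incubation: 2 h at 37 °C / Detection: p-Nitrophenol epi absorbance / Evaluation: % inhibition relative to enzyme-containing and enzyme-free wells / Repeats: singlicate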
# PRMT1 inh: PRMT1 methyltransferase inhibitors, primary screen, biochemical, fluorescence polarization. Protein arginine N-methyltransferase 1 (Homo sapiens), Q99873. recombinant PRMT1, activity-based probe fluorescence polarization. inhibition, % at 2.79 µM. hit rate 1.3% among 370,000;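 active = inhibition above about 21% made by adding two undisclosed values, limit read from the data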
# SIAE primary: human SIAE inhibitors, primary screen, biochemical, fluorescence polarization, FP-Rh probe, 1536-well HTS | SIAE FP-Rh probe binding | Sialate O-acetylesterase (Homo sapiens), Q9HAT2 | inhibition, % at 9.66 µM | hit rate 0.69% among 370,000;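 active = inhibition above a cutoff: mean of compounds within the control limits plus 3 SD of those, cut at about 17% in these data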;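 note: 0% = plate median of compound wells and 100% = probe without SIAE protein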
# DDE Tn7 FP inh: inhibitors of Tn7 peptide binding to fibrin DD(E), primary screen, biochemical, fluorescence polarization, human fibrin, Tn7 probe | Fibrinogen beta chain (Homo sapiens), P02675 | FP displacement of FITC-Tn7 peptide from fibrin DD(E); 0% = median of compound wells per plate | inhibition, % at 8.3 µM | hit rate 0.13% among 370,000 | AID 720508, 2013;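 active = inhibition above the mean of compounds falling within the control limits plus 3 SD of them, cut at about 14% in these data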;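 note: 0% = plate median of compound wells and 100% = 10 µM Aha-Tn7 peptide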
#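 Test system: human clot-derived fibrin DD(E) complex / Quantity: 2 µM final DD(E) protein / Incubation: 10 min plus 3 h, room temperature / Measured by: fluorescence polarization / Benchmarks: high control of 10 µM Aha-Tn7 peptide / Replicates: singlicate testing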
# MBD2 DNA inh: inhibitors of MBD2 binding to methylated DNA, primary screen, biochemical, TR-FRET, DNA-binding domain, human. MBD2 binding to methylated oligonucleotide. hit rate 0.31% among 370,000. inhibition, % at 4.4 µM; in the data active = inhibition above about 13%
# Target sequence (Q9UBB5 whole entry, looked up, the tested form may be a part): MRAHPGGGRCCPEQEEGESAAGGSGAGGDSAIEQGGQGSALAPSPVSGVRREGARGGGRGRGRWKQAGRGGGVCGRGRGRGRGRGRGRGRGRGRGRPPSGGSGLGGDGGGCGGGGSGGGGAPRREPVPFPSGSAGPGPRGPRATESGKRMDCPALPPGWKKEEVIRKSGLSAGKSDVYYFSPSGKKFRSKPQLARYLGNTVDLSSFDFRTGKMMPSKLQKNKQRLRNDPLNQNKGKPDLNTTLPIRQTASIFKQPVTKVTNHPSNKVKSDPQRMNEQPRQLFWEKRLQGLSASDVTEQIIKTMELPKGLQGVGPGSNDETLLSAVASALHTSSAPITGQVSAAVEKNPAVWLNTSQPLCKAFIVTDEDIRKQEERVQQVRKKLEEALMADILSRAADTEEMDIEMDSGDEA
# UHRF1 binding: UHRF1 methylated DNA binding inhibitors, primary screen, counter-screen for MBD2 inhibitor project, biochemical, TR-FRET, human UHRF1, single concentration; E3 ubiquitin-protein ligase UHRF1 (Homo sapiens), Q96T88; UHRF1 binding to methylated oligo; inhibition, % at 4.4 µM; hit rate 0.75% among 370,000; AID 687016, 2013; in the data active = inhibition above about 21%;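 note: UHRF1 SRA domain binding a hemimethylated CpG hairpin DNA probe; 0% = median of test compound wells and 100% = reference inhibitor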
# DDE Tn6 FP inh: inhibitors of Tn6 peptide binding to fibrin DD(E), primary screen, biochemical, fluorescence polarization, human fibrin, Tn6 probe | Fibrinogen beta chain (Homo sapiens), P02675 | Fibrin DD(E) TRITC-Tn6 fluorescence polarization displacement | inhibition, % at 8.3 µM | hit rate 0.21% among 370,000;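 active = inhibition above a per-campaign cutoff: mean of compounds within control limits plus 3 SD, cut at about 15% in these data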;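 note: 0% = median of all compound wells on the plate and 100% = blocking peptide control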
# * = called active by the depositor; . = no result given. Not a hit list; 4.6% or so of the library scored in one or more.
SMILES,KLK7 zymogen act,LEDGF integ inh,TCR-CD3 inh,TDP2 inh,PRMT1 inh,SIAE primary,DDE Tn7 FP inh,MBD2 DNA inh,UHRF1 binding,DDE Tn6 FP inh
COc1ccc(S(=O)(=O)N2CCCCCC2)cc1C(=O)Nc1ccccn1,-0.6,3,10,0,1,2,-6,0,-3,0
Cn1nnnc1SCc1ccc(Cl)cc1,0.3,-2,1,3,1,-9,2,3,-3,-3
Cc1nc(N2CCN(C(=O)C3CC3)CC2)c2c3c(sc2n1)CC(C)CC3 (stereo not given),.,-3,.,-5,3,-5,1,1,1,-7
Cc1cc(C(=O)N2CCCC(N3CCN(c4ccccc4C)CC3)C2)n(C)n1 (stereo not given),-0.2,-1,1,-5,4,5,5,-5,1,-7
CC(=O)c1ccc(NC(=O)CSc2nccn2CCc2ccccc2)cc1,-0.1,0,2,1,1,-3,-1,4,-2,-4
CSc1ccccc1OCc1cc(C(=O)NCC(C)(C)N2CCOCC2)no1,-0.2,-1,-7,4,-4,3,-3,-2,1,1
CCc1cc(=O)oc2cc(C)cc(OCC(=O)N[C@@H](CSCc3ccccc3)C(=O)O)c12,6.3,0,7,-4,0,7,0,-4,-2,5
COc1cccc(N2CCN(C(=O)c3oc4ccccc4c3NC(=O)Cc3ccc(OC)c(OC)c3)CC2)c1,1.3,1,7,-9,-2,0,2,3,-1,3
Cc1ccc(C(=O)c2coc3ccc(O)c(CN(C)C)c23)cc1,0.1,1,1,20,-3,-4,-11,-2,-5,-3
CCC(OC(=O)c1ccc(S(C)(=O)=O)c([N+](=O)[O-])c1)C(=O)NC1C2CC3CC(C2)CC1C3 (stereo not given),0.4,4,3,-5,6,-1,-5,3,0,-1
COc1cccc(NC(=O)C2Cc3ccccc3CN2C(=O)c2ccco2)c1 (stereo not given),-1.3,-2,2,-8,5,0,5,-1,-1,3
CCN(CC(=O)NCc1cccs1)S(=O)(=O)c1ccc(NC(C)=O)cc1,0.7,0,0,-6,1,5,1,0,1,-4
C/C=C(\C)CN1CCN(c2ccc(C)cc2)CC1,0.1,0,0,5,0,-6,-8,3,5,3
Cc1cc(C)c(Nc2ncccc2C(=O)O)c(C)c1,-0.4,-4,4,-9,-2,-6,-1,0,1,10
CC(C#N)(CCc1ccccn1)CCc1ccccn1,0.1,-1,-7,15,7,-5,-6,-1,2,0
CN(C(=O)COc1cccc(C#N)c1)C1CCS(=O)(=O)C1 (stereo not given),-0.2,0,-3,-7,0,-6,-8,-1,0,-3
CCCCN1CC(C)(C)[C@H](CC(=O)NC)C1=O,0.0,0,-1,6,1,1,-3,0,0,3
O=C1N=C(N2CCOCC2)S/C1=C1\C(=O)N(Cc2ccccc2)c2ccccc21,-0.3,0,7,9,1,1,5,-1,1,2
CCc1ccc(-c2n[nH]nc2C2=CC(=O)C[C@H](c3ccc(F)cc3)C2)cc1,-0.4,2,2,-6,-2,3,-2,-1,-1,-8
COc1ccc(C2C(C#N)=C(N)OC3=C2C(=O)CC(C)(C)C3)cc1 (stereo not given),-0.6,2,12,3,-2,6,-1,4,0,4
O=C(Cn1ccc(=O)[nH]c1=O)Nc1ccc(C(=O)O)c(O)c1,-0.2,7,0,2,-3,4,3,-5,-4,0
O=C(O)c1cccc(CN2C(=O)SC(Nc3ccccc3)C2=O)c1 (stereo not given),0.0,2,0,8,3,0,-3,-5,4,-13
COc1cccc(NC(=S)Nc2cc(C)cc(C)n2)c1,-0.5,6,-3,-11,3,-6,-5,1,0,-3
COc1ccccc1N1CCN(C(=O)c2cc(-c3ccc(Br)cc3)on2)CC1,0.3,-3,-6,3,7,-1,-2,7,1,-2
CCC1(c2ccccc2)NC(=O)N(CC(=O)N(C)CC(=O)Nc2c(C)cccc2C)C1=O (stereo not given),-0.5,2,-3,-2,2,-3,-6,-5,0,0

# Later entries
SMILES,KLK7 zymogen act,LEDGF integ inh,TCR-CD3 inh,TDP2 inh,PRMT1 inh,SIAE primary,DDE Tn7 FP inh,MBD2 DNA inh,UHRF1 binding,DDE Tn6 FP inh
O=C(COc1ccc(Cl)cc1)NCCS(=O)(=O)N1CCN(c2ccccc2F)CC1,0.3,-1,-3,12,3,0,-4,-2,3,2
CCOc1cc(C2C3=C(CCCC3=O)N(CC(=O)O)C3=C2C(=O)CCC3)ccc1OC,0.2,-7,-6,-6,5,-1,3,-1,0,2
O=S(=O)(c1cccc2cccnc12)N1CCCc2ccccc21,0.1,-1,-2,-4,4,2,-1,5,3,-8
COc1ccccc1CN1C[C@@H]2C[C@@H](c3cccc(C)n3)N3CCC[C@@]23C1=O,-0.6,3,-3,-9,-1,-5,1,7,3,6
CC(C(=O)NCC1CCCCC1)N(C)CC(=O)Nc1ccc(N2CCOCC2)cc1 (stereo not given),-0.1,-6,2,6,1,-2,0,0,-1,-3
Cc1ccc(C(=O)OCc2nnc(-c3ccccc3)o2)s1,0.1,1,7,16,0,8,10,3,-3,12
CC1(C)CC(NS(=O)(=O)c2ccccc2)CC(C)(C)N1,-0.1,1,1,-1,-1,5,5,-4,-1,9
CCN(c1ccccc1)S(=O)(=O)c1cccc(C(=O)NCC(c2ccco2)N2CCCCC2)c1 (stereo not given),-0.2,2,0,-3,-2,-6,0,1,1,-4
COc1cccc(C(=O)NCCC2=CCCCC2)c1OC,-0.2,2,0,-6,-2,-4,2,0,-1,-4
CC(=O)NCC(=O)OC(C(=O)c1ccccc1)c1ccc(Cl)cc1 (stereo not given),-0.4,1,-1,2,0,-3,1,-2,3,-2
COc1cccc(-c2[nH]nc3c2C(c2ccsc2)C(C#N)=C(N)O3)c1 (stereo not given),-0.5,3,7,12,-3,7,-4,-9,-8,1
CCn1nc(C(=O)OC2CCOC2=O)c2ccccc2c1=O (stereo not given),0.2,-3,-1,1,-3,-1,0,0,-2,-3
COc1ccc(-c2oc3c(c2C(=O)OCCO)C(OCCO)CCC3)cc1 (stereo not given),4.1,1,5,6,3,-4,6,-8,-1,8
CCc1oc2ccccc2c1C(=O)CCN1CCCCC1,-0.1,0,4,5,7,1,4,2,-3,-2
Cc1c(C(=O)N2CCCCC2)c(S(=O)(=O)NCc2ccccc2Cl)c(C)n1C,0.3,3,-3,7,1,1,2,-1,1,-4
Cc1cccc(NC(=S)N2CCC(c3nc4ccccc4o3)CC2)c1C,0.6,5,-5,-18,-4,-1,-13,1,1,-1
Cc1cc(N)n(-c2ccccc2)n1,0.0,-3,-4,0,0,4,-10,0,0,-10
COc1ccc(-c2csc(-n3ncc(-c4ccccn4)c3N)n2)cc1,-0.2,6,-1,-15,-7,-2,-7,1,-1,9
CCOC(=O)/C=C/c1ccccc1O,-1.2,-3,0,2,8,7,0,1,2,-4
COCCCN1C(=O)c2ccc(C(=O)NCc3ccccn3)cc2C1=O,0.4,0,3,16,2,5,5,5,0,-2
COc1cc2c(C(=O)N3CCN(C)CC3)c(C)oc2cc1Br,-0.2,-4,-3,-1,0,0,0,1,7,-5
C(=N\N(c1ccccc1)c1ccccc1)/c1ccc2c(c1)OCO2,-16,0,-5,11,0,1,2,0,2,11
Oc1ccc(/C=N/N(c2ccccc2)c2ccccc2)c(O)c1O,-0.6,26*,10,1,12,20*,1,0,-3,-4
Clc1cccc(CNCCCSc2ncccn2)c1Cl,0.3,0,6,9,-6,7,6,5,0,0
O=c1c2ccccc2nc(/C=C/c2c[nH]c3ccccc23)n1-c1ccc([N+](=O)[O-])cc1,-0.7,-1,-3,6,0,-3,4,-1,-2,3

# Records above shown as hits in SIAE primary.
mol	KLK7 zymogen act	LEDGF integ inh	TCR-CD3 inh	TDP2 inh	PRMT1 inh	SIAE primary	DDE Tn7 FP inh	MBD2 DNA inh	DDE Tn6 FP inh
Oc1ccc(/C=N/N(c2ccccc2)c2ccccc2)c(O)c1O	-0.6	26*	10	1	12	20*	1	0	-4

# Continued.
SMILES,KLK7 zymogen act,LEDGF integ inh,TCR-CD3 inh,TDP2 inh,PRMT1 inh,SIAE primary,DDE Tn7 FP inh,MBD2 DNA inh,UHRF1 binding,DDE Tn6 FP inh
CN(C)CCCN(C(=O)c1ccc2c(c1)CCCC2)c1nc2c(F)cccc2s1,0.3,3,-7,5,5,4,5,6,3,6
COc1ccccc1C1CC(c2c(-c3ccccc3)c3cc(Cl)ccc3[nH]c2=O)=NN1S(C)(=O)=O (stereo not given),-4.2,0,7,-4,-1,-13,4,0,-1,3
O=c1[nH]c(Nc2nc3ccccc3o2)nc2c1CCCC2,-1.4,-3,4,4,-1,-5,4,0,-1,-4
COc1ccc(C(=O)Nc2c(N)nc(SCC(=O)N3CCC(C)CC3)[nH]c2=O)cc1OC,0.0,0,-2,3,-2,4,-2,3,0,-7
CC1(c2ccc(Cl)cc2)NC(=O)N(CC(=O)N2CCN(C(=O)c3cccs3)CC2)C1=O (stereo not given),-0.2,2,1,10,-3,4,1,2,0,4
CC(=O)c1ccc(N2CCN(C(=O)/C=C/c3cccs3)CC2)cc1,0.0,3,-2,4,2,5,-3,-5,-4,1
Cc1ccc(OCc2cc(C(=O)N3CCC(c4ccccc4Cl)C3)no2)cc1C (stereo not given),0.9,0,6,7,2,2,-4,6,0,-3
CC(=O)c1ccc(S(=O)(=O)N2CCN(C)CC2)cc1,-0.2,1,4,1,-1,8,-4,-7,-2,8
O=C1CC(NS(=O)(=O)c2cc(F)ccc2F)CN1c1ccc2c(c1)OCCO2 (stereo not given),-0.2,-2,-7,-1,6,-5,2,5,-2,-6
Cc1cnc(CNC(=O)c2ccc3sc([C@H]4C[C@H](O)[C@@H](CO)O4)nc3c2)cn1,-0.7,5,7,-12,-2,-7,-1,-8,1,3
CC(Sc1nc(NC(C)(C)C)nc(N(C)C)n1)C(=O)Nc1ccccc1 (stereo not given),-0.3,-1,-9,-17,11,-7,-2,7,8,-7
C=CCNC(=S)N1CC2(C)CN(C(=S)NCC=C)CC(C)(C1)C2=O,0.2,0,-8,-8,-5,1,-6,-1,0,1
Cc1cccnc1NC(=O)c1ccc([N+](=O)[O-])o1,17*,-1,2,6,-2,-4,5,0,2,11

# Only PRMT1 inh and KLK7 zymogen act, for 3 of the compounds above:
structure	PRMT1 inh	KLK7 zymogen act
CC(=O)c1ccc(N2CCN(C(=O)/C=C/c3cccs3)CC2)cc1	2	0.0
Cc1ccc(OCc2cc(C(=O)N3CCC(c4ccccc4Cl)C3)no2)cc1C (stereo not given)	2	0.9
CC(=O)c1ccc(S(=O)(=O)N2CCN(C)CC2)cc1	-1	-0.2

# Assay outcomes as filed in PubChem.
